OXTR potentiate = potentiators of human oxytocin receptor; activation, % at 3 µM; P30559; actives 0.061% (n = 320,000); CHO-OTR cells, Fluo-8 calcium fluorescence, potentiator mode; 0% = oxytocin EC15, 100% = EC100; AID 2445;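 active = activation above that plate's cutoff, the mean activation of tested compounds plus 3 SD, cut at about 6.6% in these data, passing the limit was not always enough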;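 also: 100% uses oxytocin at 75 nM as the full agonist control; some results filed as inactive read as strong as hits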
Target sequence (P30559 whole entry, looked up): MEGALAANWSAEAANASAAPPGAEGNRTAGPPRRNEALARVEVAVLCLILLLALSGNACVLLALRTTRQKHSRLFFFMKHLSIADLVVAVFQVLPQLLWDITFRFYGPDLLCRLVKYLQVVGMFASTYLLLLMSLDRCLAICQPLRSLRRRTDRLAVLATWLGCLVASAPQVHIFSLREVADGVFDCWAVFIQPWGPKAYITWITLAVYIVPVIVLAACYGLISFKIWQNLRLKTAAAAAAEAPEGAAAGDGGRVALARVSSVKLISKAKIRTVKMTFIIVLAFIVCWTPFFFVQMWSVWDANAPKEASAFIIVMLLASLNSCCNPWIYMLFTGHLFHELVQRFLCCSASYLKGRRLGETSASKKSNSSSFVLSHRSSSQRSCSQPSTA
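test system = CHO-OTR cells, human receptor | compound = single-point 3.0 µM | schedule = 6 min compound pre-incubation at room temperature, 100 s kinetic read | signal = Fluo-8 no-wash calcium dye fluorescence, excitation 470-495 nm, emission 515-575 nm | repeats = single well per compound, singlicate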
M1 ag parental = M1 agonist counterscreen hit in parental CHO-K1 cells. Fluo-8 calcium fluorescence; scaled to maximal ATP response, vehicle zero. activation, % at 3 µM. actives 0.48% (n = 360,000). AID 602248; in the data active = activation above about 15%;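 also: untransfected CHO-K1 host cells lacking M1 receptor as counterscreen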
CHO-K1 Ca antag = nonselective inhibitor or artifact in parental CHO-K1 cells | inhibition, % at 3 µM | AID 602250 | ATP-induced calcium, Fluo-8 fluorescence | actives 0.6% (n = 360,000);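 active = inhibition above a per-plate cutoff, the plate's mean sample inhibition plus 3 SD, cut at about 24% in these data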;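 also: 0% = DMSO plus EC80 ATP and 100% = DMSO alone without ATP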
CHRM1 agonist = human M1 muscarinic receptor agonism; activation, % at 3 µM; AID 588814; actives 0.33% (n = 360,000); P11229; CHO-K1 hM1, Fluo-8 calcium fluorescence, agonist mode; 0% DMSO, 100% acetylcholine EC100;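 active = activation above the run's mean compound activation plus 3 SD, cut at about 16% in these data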;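 also: peak over basal fluorescence ratio within a 140 s kinetic read after compound addition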
M1 PAM parental = counter-screen for M1 PAMs: effect in parental CHO-K1 cells | activation, % at 3 µM | actives 0.02% (n = 360,000) | ATP EC20, Fluo-8 calcium fluorescence; 0% at ATP EC20, 100% at ATP max;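 active = activation above the run cutoff, the mean activation of all test compounds plus 3 SD, cut at about 40% in these data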;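 also: peak over basal fluorescence ratio in a 140 s read after ATP addition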
CHO parental Ca = counter-screen for OX1R antagonists: effect in parental CHO cells; inhibition, % at 5.6 µM; AID 463079; actives 0.63% (n = 330,000); parental CHO-K1, ATP-induced calcium, Fluo-8 fluorescence;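 active = inhibition above that plate's mean sample inhibition plus 3 SD, cut at about 26% in these data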;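 also: 0% = ATP-challenged DMSO wells and 100% = DMSO wells without ATP; some compounds past the cut are filed as inactive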
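Test system: parental CHO cells; detection: calcium-sensitive Fluo-8 fluorescence; evaluation: percent inhibition of calcium signal; also added: ATP as calcium-mobilizing challenge; repeats: one well per compound; control set: ATP-challenged DMSO wells low, unchallenged DMSO wells high; compound: single nominal dose of 5.6 µM per compound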
TAAR1 antag = human TAAR1 antagonism. inhibition, % at 3 µM. CHO RD-HGA16 TAAR1, Fluo-8 calcium fluorescence, antagonist. actives 1.5% (n = 360,000). Q96RJ0;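 active = inhibition above a per-plate cutoff, the mean inhibition of test compounds on that plate plus 3 SD, cut at about 49% in these data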;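 also: 0% = DMSO plus EC80 beta-PEA response and 100% = DMSO alone without agonist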
Target sequence (Q96RJ0 whole entry, looked up): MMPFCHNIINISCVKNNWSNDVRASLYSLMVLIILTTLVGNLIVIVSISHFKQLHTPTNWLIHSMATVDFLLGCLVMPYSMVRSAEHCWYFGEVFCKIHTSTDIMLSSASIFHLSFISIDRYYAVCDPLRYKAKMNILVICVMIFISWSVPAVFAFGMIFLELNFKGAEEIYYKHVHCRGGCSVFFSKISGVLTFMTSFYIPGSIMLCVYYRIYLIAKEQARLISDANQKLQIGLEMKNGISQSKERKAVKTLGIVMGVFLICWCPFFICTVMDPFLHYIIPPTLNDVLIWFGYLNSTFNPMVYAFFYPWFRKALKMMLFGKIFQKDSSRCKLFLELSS
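test system = CHO RD-HGA16 cells bearing hTAAR1 | replication = singlicate | controls = DMSO-only wells and EC80 β-PEA-stimulated wells | reagent = EC80 β-phenethylamine stimulus | read-out basis = percent inhibition of PEA-evoked calcium signal, max/basal emission ratio | schedule = seeding 17-24 h prior, 75-min 37 °C, 30-min RT dye loading | signal = kinetic Fluo-8 calcium fluorescence measurement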
M1 antag = blocks human M1 muscarinic receptor; P11229; CHO-K1 hM1, Fluo-8 calcium fluorescence, ACh EC80 antagonist; inhibition, % at 3 µM; actives 1.3% (n = 360,000);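 active = percent inhibition above its own plate's cutoff, namely the mean of that plate's compound wells plus 3 SD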;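 also: peak over basal fluorescence ratio during 140 s after agonist addition; 0% = ACh EC80 plus DMSO and 100% = DMSO alone without agonist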
TAAR1 agonist = human TAAR1 agonism; CHO RD-HGA16 TAAR1, Fluo-8 calcium fluorescence; vehicle wells 0%, saturating PEA agonist 100%; activation, % at 3 µM; actives 0.99% (n = 360,000);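 active = activation above the mean activation of all test compounds in the run plus 3 SD, cut at about 38% in these data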
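Test system: RD-HGA16 (CHO) cells co-expressing Gα16 and hTAAR1 / Benchmarks: DMSO vehicle as 0%, PEA at EC100 as 100% / Repeats: no replicates (n 1) / Measure: % activation from peak over basal fluorescence ratio, DMSO-to-PEA scaled / Timing: 17-24 h plating, Fluo-8 75 min 37 °C, 30 min RT / Technique: kinetic Fluo-8 calcium fluorescence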
Numbers without * were called inactive; . = no result given. No enrichment for hits; about 4.2% have a hit in one of these screens.

SMILES	OXTR potentiate	M1 ag parental	CHO-K1 Ca antag	CHRM1 agonist	M1 PAM parental	CHO parental Ca	TAAR1 antag	M1 antag	TAAR1 agonist
Cc1ccc(C(=O)c2cc([N+](=O)[O-])ccc2N2CCCCC2)cc1	-6	1.1	-18	-13	35	-29	15	6	-1
COc1cccc(-c2ccc3ncnc(N(C)Cc4ccco4)c3c2)c1	-3	-0.6	-12	-10	19	-24	23	-8	5
CCOC(=O)C1=CC[C@]2(C)c3c(c4ccccc4n3C)C(=O)C1N2C	-4	0.4	-18	-3	2	-7	-12	-14	16
COc1ccc(S(=O)(=O)N2CCOC2CNC(=O)C(=O)NCc2cccnc2)cc1C (stereo not drawn)	-1	-0.2	-4	-2	4	-12	-17	-6	1
COC(=O)[C@@H](NC(=O)NC1CCCc2ccccc21)C(C)C (stereo partly drawn)	5	0.6	-9	-7	29	5	14	-8	3
CCOC(=O)c1ccc(N2C=C(C(=O)OC)C(c3cccc(O)c3)C(C(=O)OC)=C2)cc1	-15	3.7	-1	-3	8	-10	4	-6	1
COCCCn1c(SCC(=O)c2c(N)n(C3CC3)c(=O)[nH]c2=O)nnc1-c1ccccc1Cl	.	0.9	4	-2	5	.	-7	8	2
Cn1c2ccccc2c2nnc(SCC(=O)NCc3ccoc3)nc21	0	1.1	-26	-7	15	-3	-18	-1	0
O=[N+]([O-])c1cc(-c2n(-c3ccccn3)c3ccccc3[n+]2-c2ccccn2)ccc1Cl	4	-0.5	-8	-6	12	-21	15	1	5
O=C(CSc1ncnc2c1cnn2-c1ccccc1Cl)N1CCN(C(=O)c2ccco2)CC1	-15	3.2	-4	-4	10	-29	7	10	8

Four neighbouring records already listed:
SMILES	OXTR potentiate	M1 ag parental	CHO-K1 Ca antag	CHRM1 agonist	M1 PAM parental	CHO parental Ca	TAAR1 antag	M1 antag	TAAR1 agonist
CCOC(=O)c1ccc(N2C=C(C(=O)OC)C(c3cccc(O)c3)C(C(=O)OC)=C2)cc1	-15	3.7	-1	-3	8	-10	4	-6	1
COCCCn1c(SCC(=O)c2c(N)n(C3CC3)c(=O)[nH]c2=O)nnc1-c1ccccc1Cl	.	0.9	4	-2	5	.	-7	8	2
Cn1c2ccccc2c2nnc(SCC(=O)NCc3ccoc3)nc21	0	1.1	-26	-7	15	-3	-18	-1	0
O=[N+]([O-])c1cc(-c2n(-c3ccccn3)c3ccccc3[n+]2-c2ccccn2)ccc1Cl	4	-0.5	-8	-6	12	-21	15	1	5

Next entries
SMILES	OXTR potentiate	M1 ag parental	CHO-K1 Ca antag	CHRM1 agonist	M1 PAM parental	CHO parental Ca	TAAR1 antag	M1 antag	TAAR1 agonist
CCCCOc1ccc(OC(=O)Nc2cc(Cl)ccc2OC)cc1	-10	-0.3	-10	-4	7	4	-17	-8	-1
OCC1(Cc2ccccc2)CCN(CCCC2CCCC2)CC1	-7	4.6	-5	-5	4	2	-2	34*	12
COc1ccc(-c2cc3c(=O)n(CC(=O)NCCCN4CCC(Cc5ccccc5)CC4)ncn3n2)cc1	-7	2.6	8	-4	-3	40*	-1	27	4
COc1ccc(C2/C=C\CN(CC3CC3)CC(=O)N2Cc2ccc(F)cc2)cc1 (stereo not drawn)	-2	-0.6	-12	-9	-8	-29	1	3	4
O=C(CCn1c(=O)oc2ccccc21)N1CCN(C(c2ccccc2)c2ccccc2)CC1	-8	1.8	-3	-3	3	-15	14	12	11
COc1ccc(C2C(C(=O)Nc3cccc(C)n3)CCC(=O)N2c2ccc(OC)cc2)cc1 (stereo not drawn)	-7	.	.	.	.	-23	-11	.	10
Cn1nc(CC(=O)NC2CCCCC2)c2ccccc2c1=O	-13	7.0	-2	-2	15	-12	-5	-1	2
O=C(CCCc1ccccc1)c1ccc2c(c1)OCCO2	-6	0.3	-8	-6	22	-17	-9	-10	-1
CCOc1ccc(N(CC(=O)Nc2ccc(C)c(Cl)c2)S(C)(=O)=O)cc1	-5	2.9	1	-4	3	-2	0	-9	2
c1ccc2cc3[nH]c(CN4CCCCC4)nc3cc2c1	-2	0.2	4	-7	7	-7	-7	-6	6
CCOc1ccc(/C=N/n2c(C3CCCCC3)n[nH]c2=S)cc1	-17	2.4	-5	-8	4	-9	-2	21	0
O=C(CCC(=O)Nc1ccccc1Cl)NNC(=O)c1ccccc1[N+](=O)[O-]	-17	0.8	-14	-3	21	-1	5	-11	3
O=C(N/N=C/c1cccnc1)C(=O)N1CCCCCC1	-6	0.7	-7	3	12	1	-8	-7	2
O=c1[nH][nH]cc1C=Nc1ccccc1Cl	8	0.6	-12	-5	23	-4	-4	2	5
COc1cc(Cl)c(C)cc1NC(=O)CSc1nnc(CCC(=O)O)c(=O)[nH]1	-4	-0.7	-3	-5	0	-6	-5	-7	-1
O=C(Nc1cccc(NC(=O)c2cccc(F)c2)n1)c1cccc(F)c1	-21	9.1	-4	-3	3	2	37	1	16
COc1ccc(CCNC(=O)CCC(=O)Nc2nnc(C(C)C)s2)cc1OC	-8	0.2	-5	-1	4	-5	7	4	1
ON(CCc1ccncc1)Cc1ccccc1	.	0.5	-12	-1	8	.	12	18	0
N#CC(C(=O)C1CCCCC1)c1nc2ccccc2[nH]1 (stereo not drawn)	-6	2.7	-5	-4	14	-12	9	2	4
CCC(Sc1nncn1C)C(=O)Nc1nnc(-c2ccc(Cl)cc2)s1 (stereo not drawn)	-4	0.9	-13	-3	21	-18	2	-14	1
COc1ccc(/C=N/NC(=S)NCc2ccccc2)cc1OC	1	0.4	-1	-4	-4	-7	0	-6	4
CC(C)CCCCCCNC(=S)Nc1ccc(S(=O)(=O)N2CCOCC2)cc1	-15	12	21	-1	5	33	-15	29	9
COc1ccccc1OCC(=O)OCn1c(SC)nnc(C)c1=O	5	0.2	0	-4	15	-14	14	-3	0
Cc1cc2cc3c(=O)[nH]c(=O)[nH]c3nc2cc1C	-9	.	.	.	.	-1	-9	.	6
Cc1ccc(/C=N/n2cc(-c3ccccc3)[nH]c2=S)s1	0	0.3	-17	-5	16	-12	8	7	3
C=CCNCCOc1ccccc1-c1ccccc1	-8	3.4	-8	-8	21	-9	-9	2	5
Cc1ccc(C(=O)N2CCN(c3ccc(NC(=S)NC(=O)c4cccs4)cc3)CC2)cc1	-2	-0.2	11	-4	-8	-30	15	-8	-1
CCNC(=O)c1c(NC(C)=O)sc2c1CCCC2	0	0.0	2	-2	6	-6	-11	6	-1
Cc1ccc(-c2noc(CCCc3ccccc3)n2)cc1	-12	0.3	2	2	8	-2	-32	-8	6
O=C1C=CN(C(=O)Oc2ccccc2)CC1	2	0.8	-2	-1	12	3	18	-4	0
O=C(C1CCN(S(=O)(=O)c2cnc[nH]2)CC1)N1CCN(c2ncccn2)CC1	-2	0.7	-10	-4	18	-2	0	-30	12
N#Cc1cc(C(=O)c2cc(Br)ccc2O)cn(Cc2ccccc2)c1=O	-26	10	14	-1	8	23	12	6	9
CCOC(=O)c1ccccc1Oc1c(F)c(F)nc(NCCO)c1F	0	2.2	-6	-9	25	-23	-10	-6	0
O=c1c2cnn(-c3ccc(F)cc3)c2ncn1Cc1ccccc1	-4	0.2	16	-2	-4	-3	50*	22	43*
CCC(C)(C)n1nnnc1C(c1cc2cc(C)cc(C)c2[nH]c1=O)N1CCCC1 (stereo not drawn)	-8	0.7	-19	-8	19	-18	8	-3	5
CCNC(=O)NC(=O)COC(=O)CCCc1nc2ccccc2s1	-6	5.0	-2	-3	9	1	-10	9	4
CC(=O)Nc1ccc(S(=O)(=O)N(C)CC(=O)OCC(=O)NNC(=O)c2ccccc2F)cc1	-3	0.8	-7	-2	3	-3	-20	-12	5
Cn1nccc1C(=O)NC1CCN(Cc2ccccc2)CC1	-4	0.3	0	-6	14	-20	-20	2	4
Cc1ccc2cc(CN(CC3CCCO3)C(=O)NC3CCCCC3)c(=O)[nH]c2c1C (stereo not drawn)	-18	0.1	-4	-6	9	-27	2	4	4
CCOc1ccc(/C=N/OCC(=O)Nc2ccc3c(c2)OCO3)cc1	-11	6.1	-6	1	17	-11	14	4	-1
CCCCNc1c(-c2ccc(-c3cccc(Cl)c3)cc2)nc2ccc(Cl)cn12	-6	0.7	-11	-6	6	-12	-2	-2	0
CC(=O)Nc1nnc(C)s1	-5	0.3	3	-1	4	-8	-29	-3	3
COC(=O)c1ccc(N2CCN(C)CC2)c(NC(=O)c2sc3ccccc3c2Cl)c1	-6	0.6	-12	-1	0	-11	0	-20	4
COc1cc(Br)cc2cc(C(=O)OC3CCN(C)CC3)c(=O)oc12	-6	-0.1	-5	-6	8	11	-1	-3	10
Cc1ccc(C(OC(=O)c2ccco2)C(=O)NCc2cccs2)cc1 (stereo not drawn)	-7	0.5	-7	3	12	-15	0	-14	7
Cc1cc(OCC(=O)Nc2cccnc2)c2c(C)c(C)c(=O)oc2c1	2	0.3	16	-2	-14	-14	-9	1	0
O=C(COC(=O)/C=C/c1ccc(F)cc1)NCc1ccco1	-6	2.8	-13	-4	-10	-7	-9	3	0
Cc1ccc(CNC(=O)Cn2cnc(S(=O)(=O)N3CCC(C)CC3)c2)o1	-9	-0.2	-1	-2	-7	-1	-13	-3	1
O=C(NCc1ccco1)c1cccc2c1C(=O)c1ccc(/C=C/c3ccccc3)cc1S2(=O)=O	-2	0.3	0	-4	-18	-4	51*	15	13
CCc1ccc(CN(C)Cc2nc(Cc3cccc(C(F)(F)F)c3)no2)nc1	-22	0.7	-9	-9	21	-45	-10	-2	-1

(listing goes on)
SMILES	OXTR potentiate	M1 ag parental	CHO-K1 Ca antag	CHRM1 agonist	M1 PAM parental	CHO parental Ca	TAAR1 antag	M1 antag	TAAR1 agonist
Cc1cc(C)c(S(=O)(=O)Nc2ccc(-c3cn4ccccc4n3)cc2)c(C)c1	-17	0.2	-4	-6	17	-2	47	1	3
COc1ccc(C(=O)Nc2ccccc2C(=O)NC(Cc2ccc(O)cc2)C(=O)NNC(=O)c2ccccc2Cl)cc1 (stereo not drawn)	-10	1.4	-3	-10	20	-6	14	0	3
COc1ccc2c(c1)nc(-c1cccc(Br)c1)c(=O)n2C(c1ccccn1)c1nc2ccccc2[nH]1 (stereo not drawn)	.	0.2	-9	1	10	.	0	-20	-1
Cc1cccn2c(=O)c3cc(C#N)c(=NC(=O)c4ccncc4)n(CCCOC(C)C)c3nc12	-8	-0.1	-5	-1	18	-10	-7	-12	1
CCN(CC)S(=O)(=O)c1ccc(C(=O)Nc2cc(C)on2)cc1	-18	1.4	-12	-2	-3	-6	-16	-11	-1
CCOC(=O)c1ccccc1N=Cc1c(O)c2ccccc2oc1=O	-10	0.7	-7	-4	3	-2	-3	-4	2
